TbPYK inhibitor = blocks Trypanosoma brucei pyruvate kinase. TbPYK enzyme, Kinase-Glo Plus ATP luminescence, 45 min. Q57TT1. AID 624173. Potency, µM (top dose mostly 76.8 µM), for inactives: at the highest dose activity, negative = inhibition, actives largely listed as inhibitors. actives 0.12% (n = 410,000); active = well fitted inhibition curve with a large enough effect; also: nearly all actives have a fitted effect of over 50% in size
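Screened from lowest to highest concentration, compounds were pinned into TbPYK/substrate mixtures, and ADP (130 uM final) was added. Plates sat at room temperature for 45 min prior to Kinase-Glo Plus detection by luminescence.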
The depositor's hits bear a star. % is scaled to controls: 0 for no effect and ±100 for the full control effect; potency is read from the fitted curve at half-maximal effect. The list is partial. The share of hits here may be higher or lower than overall.

What do the screens show for `CN(C(=O)c1cccc(NC(=O)Cc2ccc(NC(=O)C3CCN(S(=O)(=O)c4cccc([N+](=O)[O-])c4)CC3)cc2)c1)C1CCC1`?
TbPYK inhibitor: -1.6%

What do the screens show for `CC12CCC3c4ccc(O)c([N+](=O)[O-])c4CCC3C1CCC2=O` (stereo not drawn)?
TbPYK inhibitor: -12.4%

Results for CC(C)CC(=O)Nc1ccc(Cl)c(-c2nc3ccccc3[nH]2)c1 ?
TbPYK inhibitor: 6.2%

How did Cc1ccc(NC(=O)c2c(C)nc3sc(C(=O)Nc4ccc(F)cc4)c(N)c3c2-c2ccc(Cl)cc2)c(C)c1 do in these assays?
TbPYK inhibitor: 1.5%

Results for Cc1cc(C)c(S(=O)(=O)Nc2ccc(-c3ccc(N4CCCCCC4)nn3)cc2)cc1C ?
TbPYK inhibitor: 2.4%

What do the screens show for `COc1ccc(-c2csc3ncnc(Nc4cc(OC)cc(OC)c4)c23)cc1`?
TbPYK inhibitor: 2.5%

How did O=C(c1cnn2c(-c3ccccc3)cc(-c3ccccc3)nc12)N1CCN(Cc2ccccc2)CC1 do in these assays?
TbPYK inhibitor: 3.4%

How did CCOCc1ccccc1Nc1ncnc2onc(-c3ccc(Cl)cc3)c12 do in these assays?
TbPYK inhibitor: 6.2%

Results for CCOC(=O)C1CCC(CN(Cc2ccc(Cl)cc2)S(=O)(=O)c2ccc(F)c(C(=O)Nc3cccc(F)c3)c2)CC1 (stereo not drawn) ?
TbPYK inhibitor: 4.2%

Results for COc1cc(OC)c(N(C)C(=O)c2c(C)oc3ncnc(N4CCCCC4)c23)cc1Cl ?
TbPYK inhibitor: 0.1%

What do the screens show for `O=C(OCc1cc(=O)n2nc(-c3cccs3)sc2n1)c1ccccc1Br`?
TbPYK inhibitor: -4.4%

How did CCCn1ccc2c(OCC(=O)Nc3ccccc3OCC)cccc2c1=O do in these assays?
TbPYK inhibitor: -0.4%

Results for Cc1ccc(S(=O)(=O)c2nnn3c2nc(N2CCC(C(N)=O)CC2)c2cc(Cl)ccc23)cc1C ?
TbPYK inhibitor: -9.2%

Results for Cn1nc(C(C)(C)C)cc1C(=O)N1CCCCC1c1cc(C(=O)Nc2cccc3c2CCCC3)no1 (stereo not drawn) ?
TbPYK inhibitor: 3.7%

Results for Cc1nc2c(c(C)nn2-c2ccccc2)c(C)c1CCC(=O)Nc1ccccc1 ?
TbPYK inhibitor: 3.0%

Results for CCN1CCN(CC(=O)Nc2cccc(C)c2)C(=O)C1=O ?
TbPYK inhibitor: 2.7%

Results for Cc1nnc(SCC(=O)Nc2ccc(Br)cc2)[nH]c1=O ?
TbPYK inhibitor: 2.8%

How did CC(=O)Nc1cnc(-c2ccccc2O)cn1 do in these assays?
TbPYK inhibitor: 2.7%

Results for COC(=O)c1ccc2nc(-c3ccc(C)cc3)c(Cc3cccc(Cl)c3)n2c1 ?
TbPYK inhibitor: -2.5%

Results for COc1cc(Nc2nc3ccc(Cl)cc3nc2-n2nc(C)cc2C)cc(OC)c1 ?
TbPYK inhibitor: -0.1%

Results for C[C@@H]1CN([C@H](C)CO)C(=O)c2cc(Br)cnc2O[C@H]1CN(C)Cc1cccnc1 ?
TbPYK inhibitor: -13.4%

How did O=C(CCCCC(=O)Sc1ccccc1)Sc1ccccc1 do in these assays?
TbPYK inhibitor: 1.9%

What do the screens show for `C=Cc1ccc(Cn2c(C)c(CNCc3cccc(Br)c3)c(C(=O)O)c2C)cc1`?
TbPYK inhibitor: -0.2%

Results for Cc1cccc(C)c1-n1nnnc1C1(C)CCC(=O)N1CCCn1ccnc1 (stereo not drawn) ?
TbPYK inhibitor: 2.7%

How did O=C(NCCO)c1cccc(-c2cnc3cccnn23)c1 do in these assays?
TbPYK inhibitor: 0.9%

How did C=CCNc1ncnc2c1ncn2[C@H]1CN(Cc2ccc(F)cc2)C[C@@H](CO)O1 do in these assays?
TbPYK inhibitor: -12.4%

How did CCc1ccccc1NC(=O)CN(c1cccc(C)c1C)S(C)(=O)=O do in these assays?
TbPYK inhibitor: -2.5%

Results for CCOc1ccc(N2CC(c3nc4ccccc4n3CCC3CCCCC3)CC2=O)cc1 (stereo not drawn) ?
TbPYK inhibitor: -3.8%

Results for O=C(O)c1[nH]c(-c2ccccc2)c2c1C(=O)N(C1CC1)C2=O ?
TbPYK inhibitor: 3.5%

What do the screens show for `O=S(=O)(O)c1cc2onnc2c2ccccc12`?
TbPYK inhibitor: 9.7%

How did CCc1ccccc1NC(=O)c1cc2nc(-c3ccc(Br)cc3)cc(C(F)(F)F)n2n1 do in these assays?
TbPYK inhibitor: -0.9%

What do the screens show for `COC(=O)c1ccccc1NC(=O)CCC(=O)N1CC(C)Sc2ccccc21` (stereo not drawn)?
TbPYK inhibitor: -2.7%

What do the screens show for `CCC(Sc1nnc(C)n2c1cc1occc12)C(=O)Nc1ccccc1F` (stereo not drawn)?
TbPYK inhibitor: 0.8%

What do the screens show for `COCCCNc1oc(-c2ccc(COc3ccccc3C)o2)nc1C#N`?
TbPYK inhibitor: 0.8%

How did O=C(c1ccccc1)N1CCN(C(=O)c2ccncc2)CC1 do in these assays?
TbPYK inhibitor: -3.1%

What do the screens show for `C#CC1(N2CCCCC2)CCCCC1`?
TbPYK inhibitor: -8.3%

What do the screens show for `CC(=O)Nc1ccc(C(=O)N2CCCCC2c2cc(C(=O)Nc3ccccc3)no2)cc1` (stereo not drawn)?
TbPYK inhibitor: 3.9%

Results for Cc1ccc(C(=O)COC(=O)CCC(=O)Nc2ccc(Oc3ccccc3)cc2)cc1C ?
TbPYK inhibitor: 1.4%

How did COc1ccc(-n2c(=O)c(-c3ccc(Cl)cc3)nc3cnc(N4CCOCC4)nc32)cc1 do in these assays?
TbPYK inhibitor: -5.6%

What do the screens show for `OCc1ccccc1CN1CCCCCC1`?
TbPYK inhibitor: -1.1%

Results for COc1cc(C)ccc1OCCCn1c(-c2ccc(Cl)cc2)nc2ccccc2c1=O ?
TbPYK inhibitor: 0.9%

How did Cc1c(C(=O)N2CCCCCC2)c(S(=O)(=O)Nc2cccc(C#N)c2)c(C)n1C do in these assays?
TbPYK inhibitor: -8.9%

Results for Cc1cccc(Cn2c(C)c(CNC3CCCCCC3)c(C(=O)O)c2C)c1 ?
TbPYK inhibitor: -6.1%

What do the screens show for `COc1ccc(C(O)c2nc(-c3cnn(C)c3)cs2)cc1` (stereo not drawn)?
TbPYK inhibitor: 1.2%

What do the screens show for `Cc1ccc(S(=O)Cc2ccc(C(=O)NCc3ccc(OC(C)C)cc3)o2)cc1` (stereo not drawn)?
TbPYK inhibitor: -0.5%

Results for CCc1ccccc1S(=O)(=O)Cc1ccc(C(=O)NCCc2ccc(C)cc2)o1 ?
TbPYK inhibitor: -8.4%

How did O=C(CCn1c(=O)c2cccn2c2cccnc21)NCc1ccc(F)cc1 do in these assays?
TbPYK inhibitor: -0.4%

Results for CN(c1ccccc1)S(=O)(=O)CS(=O)(=O)N(C)c1ccccc1 ?
TbPYK inhibitor: -5.1%

Among those listed so far, two contain a cyano group:
What do the screens show for `COCCCNc1oc(-c2ccc(COc3ccccc3C)o2)nc1C#N`?
TbPYK inhibitor: 0.8%

How did Cc1c(C(=O)N2CCCCCC2)c(S(=O)(=O)Nc2cccc(C#N)c2)c(C)n1C do in these assays?
TbPYK inhibitor: -8.9%

Remaining list, next part
Results for c1cc(-c2cc3c(o2)CCCC3OCCN2CCOCC2)cs1 (stereo not drawn) ?
TbPYK inhibitor: -12.6%

What do the screens show for `COC1=C(C)C(=O)C2=C(C1=O)C1C3CC4=C(C(=O)C(OC)=C(C)C4=O)C(CNC(=O)C(C)=O)N3C(C#N)C(C2)N1C` (stereo not drawn)?
TbPYK inhibitor: -4.4%

Results for COc1ccccc1C#CC1=CC(=O)CC(C)(C)C1 ?
TbPYK inhibitor: 3.7%

Results for COc1ccc(S(=O)(=O)Nc2ccc3c(c2)N(C(C)=O)CCC3)cc1F ?
TbPYK inhibitor: 1.2%

How did O=C(OCC(=O)N(CCc1ccccc1)Cc1ccccc1)c1cccc(O)c1 do in these assays?
TbPYK inhibitor: -14.8%

Results for Cc1c(N)cc(S(=O)(=O)O)cc1NC(=O)c1cccc([N+](=O)[O-])c1 ?
TbPYK inhibitor: 3.3%

How did COCC(=O)OC1CCn2c1nc1c2C(=O)C(C)=C(NC(C)=O)C1=O (stereo not drawn) do in these assays?
TbPYK inhibitor: -3.8%

Results for Cc1ccc(NC(=S)N2CCC(C(=O)c3ccc(F)cc3)CC2)cc1C ?
TbPYK inhibitor: 2.1%

How did CC(C)NC(=O)c1ccc2sc([C@H]3C[C@H](O)[C@@H](CO)O3)nc2c1 do in these assays?
TbPYK inhibitor: -6.5%

How did CCCOc1ccc(CNC(=O)c2cc3ccccn3n2)cc1 do in these assays?
TbPYK inhibitor: 2.6%

Results for OCC[C@@H]1C[C@H](O)[C@@H](O)[C@@]2(OCc3cc(C(F)(F)F)ccc32)O1 ?
TbPYK inhibitor: 3.4%

How did Cc1cc(S(=O)(=O)C(CNC(=O)COc2ccc(Cl)cc2)c2cccs2)ccc1F (stereo not drawn) do in these assays?
TbPYK inhibitor: -2.6%

Results for COc1cccc(OC)c1OC(=O)c1ccccc1 ?
TbPYK inhibitor: -0.9%

Results for CCc1nn(CC(=O)NC(C)CCc2ccccc2)c(=O)c2cc3c(OC)cccc3n12 (stereo not drawn) ?
TbPYK inhibitor: -16.1%

How did COc1cc(OC)c(NC(=O)CCc2c(C)nc3ncnn3c2C)cc1Cl do in these assays?
TbPYK inhibitor: 1.6%

What do the screens show for `Cc1ccc(-n2nnnc2-c2ccccc2Br)cc1`?
TbPYK inhibitor: -4.5%

What do the screens show for `O=C(Oc1ccc[nH]c1=O)C1CC1`?
TbPYK inhibitor: -9.1%

Results for COc1ccc(-c2coc3c(C(=O)N4CCN(C)CC4)cccc23)c(C)c1 ?
TbPYK inhibitor: 1.2%

What do the screens show for `COc1ccccc1C(=O)Nc1ccc2nc(SCC(=O)N(C)c3ccccc3)sc2c1`?
TbPYK inhibitor: 1.3%

Results for CCOc1ccc(OCC)c(NC(=O)c2cc(C)nc3c2c(C)nn3-c2cccc(Cl)c2C)c1 ?
TbPYK inhibitor: 4.4%

Results for O=C1CCCN1c1ccc([N+](=O)[O-])cc1 ?
TbPYK inhibitor: -7.0%

Results for COc1ccc(C(=O)NCCNc2nc3c(C)cccc3cc2C#N)cc1 ?
TbPYK inhibitor: -11.9%

What do the screens show for `O=C(O)C1=C[C@@H](c2ccc(Br)cc2)C[C@@H](OCCCCO)O1`?
TbPYK inhibitor: -2.4%

Results for O=S(=O)(Nc1ccccc1N1CCCC1)c1ccccc1C(F)(F)F ?
TbPYK inhibitor: -7.9%

The last three compounds of the section before lead into the next.
Results for COc1ccc(C(=O)NCCNc2nc3c(C)cccc3cc2C#N)cc1 ?
TbPYK inhibitor: -11.9%

What do the screens show for `O=C(O)C1=C[C@@H](c2ccc(Br)cc2)C[C@@H](OCCCCO)O1`?
TbPYK inhibitor: -2.4%

Results for O=S(=O)(Nc1ccccc1N1CCCC1)c1ccccc1C(F)(F)F ?
TbPYK inhibitor: -7.9%

How did CN(C)S(=O)(=O)c1ccc(C(=O)Nc2c(C(=O)Nc3ccc(F)cc3)oc3ccccc23)cc1 do in these assays?
TbPYK inhibitor: -9.2%

How did NC(c1ccc(F)c(F)c1)c1nc(-c2cc(F)cc(F)c2)cs1 (stereo not drawn) do in these assays?
TbPYK inhibitor: 0.3%

What do the screens show for `COc1ccc(-c2ccc3c(c2)C2CC3CCN2C(=O)OCc2ccccc2)cc1` (stereo not drawn)?
TbPYK inhibitor: -6.0%

Results for CCOC(=O)C1(C)CCCN(C(=O)c2cc(OC)c(OC)c(OC)c2)C1 (stereo not drawn) ?
TbPYK inhibitor: -1.3%

What do the screens show for `CCCCN(C)C(=O)CSc1c2c(nc3ccc(Cl)cc13)CCCC2`?
TbPYK inhibitor: -3.8%

What do the screens show for `Cc1cc(C)cc(Oc2c(C(F)(F)F)oc3cc(OCC(=O)NC4CCCCC4)ccc3c2=O)c1`?
TbPYK inhibitor: -3.9%

How did CC(=O)Nc1cc(-c2cccc(F)c2)cn2c(-c3ccc(F)c(Cl)c3)cnc12 do in these assays?
TbPYK inhibitor: -4.4%

How did COc1ccc(NC(=O)CCSc2nc(-c3ccco3)cc(C(F)(F)F)n2)cc1 do in these assays?
TbPYK inhibitor: 0.1%

What do the screens show for `O=C(c1cccc([N+](=O)[O-])c1)N1CCN(c2ccc(Nc3ccccc3)nn2)CC1`?
TbPYK inhibitor: 0.8%

Results for COc1ccc(-n2nc(C(=O)Nc3ccccc3OC)c3c4ccccc4n(C)c3c2=O)cc1Cl ?
TbPYK inhibitor: -4.2%

What do the screens show for `COc1ccc(CSc2nc3ccncc3n2Cc2nc(-c3ccc(OC)c(OC)c3)oc2C)cc1`?
TbPYK inhibitor: 3.8%

What do the screens show for `CNC[C@@H]1Oc2cc(Br)ccc2S(=O)(=O)N([C@H](C)CO)C[C@@H]1C`?
TbPYK inhibitor: 1.4%

What do the screens show for `O=C(COc1ccccc1[N+](=O)[O-])Nc1ccc(-c2nc3ccccc3s2)cc1`?
TbPYK inhibitor: -7.5%

How did CCOC(=O)C1=CCN(S(=O)(=O)c2ccccc2Cl)C1c1ccc(C)cc1 (stereo not drawn) do in these assays?
TbPYK inhibitor: 3.4%

Results for CCCCN(C)CCCNC(=O)c1ccc2nc(N3CCCCC3)sc2c1 ?
TbPYK inhibitor: 1.7%

Results for CC(C)C[C@H]1COc2cc(N3CCN(C)CC3)ccc2S(=O)(=O)N1 ?
TbPYK inhibitor: 3.0%

What do the screens show for `CC(NS(C)(=O)=O)c1nnc2n1-c1ccc(Br)cc1C(c1ccccc1Cl)=NC2` (stereo not drawn)?
TbPYK inhibitor: 3.1%

How did c1ccc(OCCNc2ccn3nc(-c4ccco4)cc3n2)cc1 do in these assays?
TbPYK inhibitor: -13.4%

Three entries already listed, sorted by formula weight, high to low:
What do the screens show for `CC(NS(C)(=O)=O)c1nnc2n1-c1ccc(Br)cc1C(c1ccccc1Cl)=NC2` (stereo not drawn)?
TbPYK inhibitor: 3.1%

What do the screens show for `O=C(COc1ccccc1[N+](=O)[O-])Nc1ccc(-c2nc3ccccc3s2)cc1`?
TbPYK inhibitor: -7.5%

Results for CCCCN(C)CCCNC(=O)c1ccc2nc(N3CCCCC3)sc2c1 ?
TbPYK inhibitor: 1.7%
